Bioassay records as filed in PubChem BioAssay.
SIAH1 antagonists: Siah-1 peptide-binding antagonists, primary screen, biochemical, fluorescence polarization, rhodamine-plectin, uHTS (AID 1817); Siah-1 / rhodamine-plectin peptide fluorescence polarization; higher % means a stronger effect; displacement, % at 20 µM, or IC50 in µM where a hit was titrated; hit rate 0.02% among 290,000; E3 ubiquitin-protein ligase SIAH1 (Homo sapiens);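 active = displacement of at least 50% at 20 µM, with a fluorescence ratio check between 0.3 and a set limit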;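 note: plate controls were Siah plus tracer with DMSO for no effect and tracer alone without Siah for full effect; strong numbers were not always called active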
AID2073: inhibitors of Mint1-CaV2.2 protein interaction, biochemical, HTRF (AID 2073) | inhibition, % at 20 µM, or IC50 in µM where a hit was titrated | hit rate 0.19% among 290,000 | Voltage-dependent N-type calcium channel subunit alpha-1B (Homo sapiens) | HTRF protein-protein interaction, Mint1-CaV2.2; higher % means a stronger effect; in the data active = inhibition mostly above about 51%, no sharp cut-off; inconclusive = no clear call, values can overlap the other calls; inactive = mostly below about 53%; note: some results filed as inactive read as strong as hits
LYP phosphatase: inhibitors of LYP phosphatase, biochemical, fluorescence intensity, uHTS (AID 1779); Tyrosine-protein phosphatase non-receptor type 22 (Homo sapiens); recombinant LYP phosphatase, fluorescence intensity; higher % means a stronger effect; inhibition, % at 11.5 µM; hits with a dose series show IC50 in µM; hit rate 0.054% among 290,000; in the data active = inhibition above about 50%;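 note: plate controls were vehicle with enzyme for no effect and no enzyme for full effect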
The depositor's hits bear a star; ? = inconclusive. Only part of the results is shown; count on the stated rates, not on these rows.

Fields: SIAH1 antagonists	AID2073	LYP phosphatase
COc1ccc(CCNC(=O)c2noc(C)c2[N+](=O)[O-])cc1OC
  -2%	4%	-7%
CC(C)(C)c1cc(/C=N/NC(=O)C[n+]2ccccc2)cc(C(C)(C)C)c1O
  0%	-14%	-4%
O=C(CCCl)Nc1nnc(SCC(=O)NC2CCCC2)s1
  0%	4%	-15%
NS(=O)(=O)c1ccc(NC(=S)N2CCC(Cc3ccccc3)CC2)cc1
  7%	-41%	-6%
Cc1ccc(NC(=O)O/N=C/c2ccc(F)cc2)cc1
  -2%	-2%	-6%
Cc1ccc(C(=O)CCC(=O)NC2CCCC(C)C2C)cc1 (configuration not stated)
  1%	-2%	-2%
COC(=O)c1[nH]c2c(c1C)C(=O)CC(c1ccc(OC)c(OC)c1)C2 (configuration not stated)
  -1%	?	-6%
COC(=O)[C@H](CC(C)C)NCc1cccc(CN[C@@H](CC(C)C)C(=O)OC)c1
  12%	4%	-12%
Cc1cc(CNC(=O)c2ccc3oc(C(C)C)nc3c2)nn1C
  1%	6%	-8%
Cc1cccc(N(C)S(=O)(=O)c2ccc(-c3cnc(C4CC4)o3)cc2)c1
  -1%	14%	-2%
CCOc1ccc(OCC)c(NC(=O)C2CCN(S(=O)(=O)c3ccc4c(c3)CC(C)N4C(C)=O)CC2)c1 (configuration not stated)
  -6%	10%	-3%
COc1ccc(N2CCN(C(=O)CCCC(=O)c3ccccc3)CC2)cc1
  -1%	-3%	-14%
CCCn1c2ccccc2c2cnn(CC(=O)NCCCOC)c(=O)c21
  -2%	11%	-4%
COc1ccc(CNc2nc(Cl)c(C#N)s2)cc1
  0%	19%	-6%
COc1cccc(CSc2nnc(-c3ccncc3)n2C)c1
  -1%	-8%	-6%
COc1ccc(NC(=O)C2C3C=CC4(O3)C2C(=O)N(CCN2CCCCC2C)C4C(=O)NC2CCCC(C)C2C)cc1 (configuration not stated)
  4%	4%	-8%
O=C1CN(S(=O)(=O)c2ccc(F)cc2)c2ccccc2N1
  -4%	-6%	-16%
N#CCOc1ccccc1/C=N/n1nnnc1N
  -1%	6%	-12%
COc1ccc(NC(=O)CC(C)CC(=O)NCc2ccccc2)c(OC)c1 (configuration not stated)
  10%	0%	-11%
CCCn1c(=O)c2sccc2n2c(CCCC(=O)NC3CCN(Cc4ccccc4)CC3)nnc12
  1%	16%	-10%
COc1ccc(C(=O)NCc2nnc(SCC(=O)NCCc3ccccc3)o2)cc1
  1%	-5%	1%
O=C(O)COc1ccc(/C=N/NC(=O)c2cn(-c3ccccc3)nc2-c2ccccc2)cc1
  5%	-2%	4%
COc1ccc(C(=O)N(C)Cc2ccccn2)cc1OC1CCN(C(C)C)CC1
  -3%	4%	-16%
O=C(N/C(=C\c1cccc([N+](=O)[O-])c1)C(=O)N1CCOCC1)c1cccc(Br)c1
  2%	-4%	-2%
COc1ccc(CCN2CC(C(=O)NCc3cc(C(C)C)no3)CCC2=O)cc1 (configuration not stated)
  -5%	7%	-15%
COc1ccc(C(=O)N[C@H]2CCCCNC2=O)cc1OC1CCN(C(C)C)CC1
  -1%	2%	-2%
O=C(CCc1ccccc1)Nc1ccc2c(c1)C(=O)OC2
  1%	12%	-10%
Cc1ccc(N(CC(=O)NCCc2ccccc2)C(=O)c2csnn2)cc1
  4%	7%	-9%
N#C/C(=C\c1ccc(OCCN2CCOCC2)cc1)C(=O)Nc1ccccc1F
  -3%	4%	-7%
O=C(CSc1nnc(-c2ccccn2)o1)Nc1ccc(F)cc1
  -5%	7%	-9%
CC1CCN(c2ccc3nnc(CCC(=O)NC(C)C)n3n2)CC1
  0%	-3%	-4%
CC1CC(C)CN(C(=O)c2nn(C)c3c2CSc2ccccc2-3)C1 (configuration not stated)
  -5%	4%	2%
CCCCN(CC)C(=O)c1cc2c(=O)n3cccc(C)c3nc2s1
  1%	-3%	-8%
Fc1ccc(CNCc2ccco2)cc1
  1%	-3%	1%
O=C(NCCOc1ccccc1)C1CCC(=O)N(CCc2ccccn2)C1 (configuration not stated)
  3%	10%	-9%
O=C1CSC(=Nc2cccc(Cl)c2Cl)N1
  4%	3%	-8%
CC1=C(C(=O)OC(C)(C)C)C(c2ccc3ccccc3c2)NC(=O)N1C (configuration not stated)
  3%	2%	3%
Cc1ccc(OCC(=O)N2CCCCCCC2)cc1C
  9%	-5%	-4%
CCN(Cc1ccccc1)C(=O)c1cccc(OC2CCN(C(=O)C3CC3)CC2)c1
  1%	?	-8%
CS(=O)(=O)c1ccc(NCC2CCCO2)c([N+](=O)[O-])c1 (configuration not stated)
  4%	5%	-9%
O=C(Nc1ccccc1Cl)NC1(C(=O)N2CCOCC2)CCCCC1
  9%	-1%	-13%
CCCCOc1cccc(C2/C(=C(\O)c3ccc4c(c3)OCCO4)C(=O)C(=O)N2CCN2CCOCC2)c1 (configuration not stated)
  13%	30%	-5%
CCNC(=S)N1CCC(Cc2ccccc2)CC1
  2%	-6%	-8%
Cc1cccc(-c2noc(CNC(=O)COc3ccccc3C)n2)c1
  8%	1%	-5%
COc1ccc(NC(=O)c2ccc3c(c2)OCO3)cc1
  1%	11%	-11%

3 entries from above, as labelled records.
CCN(Cc1ccccc1)C(=O)c1cccc(OC2CCN(C(=O)C3CC3)CC2)c1
  SIAH1 antagonists: 1%	AID2073: ?	LYP phosphatase: -8%
CS(=O)(=O)c1ccc(NCC2CCCO2)c([N+](=O)[O-])c1 (configuration not stated)
  SIAH1 antagonists: 4%	AID2073: 5%	LYP phosphatase: -9%
O=C(Nc1ccccc1Cl)NC1(C(=O)N2CCOCC2)CCCCC1
  SIAH1 antagonists: 9%	AID2073: -1%	LYP phosphatase: -13%

(listing goes on)
Fields: SIAH1 antagonists	AID2073	LYP phosphatase
COc1ccc(C(=O)Nc2cc(C)nn2-c2cccc(F)c2)cc1OC
  4%	5%	0%
Cc1ccc(C(=O)O)cc1-c1ccc(/C=C2\SC(=O)N(CC(=O)Nc3ccc4c(c3)OCO4)C2=O)o1
  6%	10%	-8%
COC(=O)c1ccc(OCCOc2ccccc2C)cc1
  10%	26%	-9%
O=C(c1cc(COc2ccc(F)c(F)c2)on1)N1CCSCC1
  1%	?	-4%
COc1ccc(-c2noc(CN3CCN(C(=O)c4cccs4)CC3)n2)c(OC)c1OC
  0%	-2%	-8%
CCC(=O)N1CCc2cc(Br)cc(S(=O)(=O)NCCCN(CC)Cc3ccccc3)c21
  11%	6%	-10%
Cc1cc(OCC(=O)NNC(=S)NC(=O)c2ccc(Br)o2)ccc1Cl
  -7%	-22%	-4%
CN(C)S(=O)(=O)N1CCC(Oc2cccc(C(=O)NCCC3=CCCCC3)c2)CC1
  -2%	?	-3%
CCOc1ncccc1C(=O)NCCc1c[nH]c2ccccc12
  3%	11%	-4%
COc1ccc(C(=O)CCC(=O)N2CCN(c3ccc(C)cc3)C(C)C2)cc1 (configuration not stated)
  6%	-10%	-12%
CCOC(=O)[C@@H]1[C@H]2COc3ccccc3[C@H]2N2C(=O)N(c3ccc(Cl)cc3)C(=O)[C@]12C
  -3%	-1%	-12%
COc1ccccc1CCC(=O)NCCCn1ccc2ccccc21
  0%	10%	-6%
COc1cccc(C(=O)Nc2ccc3c(c2)CCCN3C(=O)c2cccs2)c1OC
  -4%	20%	-2%
O=C(NCC(c1ccco1)N1CCCCC1)c1cccc(S(=O)(=O)Nc2ccccc2Cl)c1 (configuration not stated)
  -1%	-8%	-5%
CCOC(=O)c1sc2c(c1C)c(=O)n(CCO)c(=O)n2Cc1ccccc1
  2%	10%	-4%

Grouped by structure, those above with a COOH group.
Fields: SIAH1 antagonists	AID2073	LYP phosphatase
O=C(O)COc1ccc(/C=N/NC(=O)c2cn(-c3ccccc3)nc2-c2ccccc2)cc1
  5%	-2%	4%
Cc1ccc(C(=O)O)cc1-c1ccc(/C=C2\SC(=O)N(CC(=O)Nc3ccc4c(c3)OCO4)C2=O)o1
  6%	10%	-8%

Following part:
SMILES | SIAH1 antagonists | AID2073 | LYP phosphatase
COc1ccc(N2CCN(C(=O)COc3ccc(S(=O)(=O)N4CCOCC4)cc3C)CC2)cc1 | 3% | -4% | -12%
Cc1ccc2c(=O)cc(C(=O)NCCc3ccc(S(N)(=O)=O)cc3)oc2c1C | 3% | 10% | -2%
CCc1nonc1NC(=O)c1oc2cc(C)c(C)cc2c1C | -2% | 22% | -11%
O=S(=O)(N1CCOCC1)N1CCOCC1 | -2% | 1% | -10%
Cc1cc(NC(=O)c2ccc(Cn3cc([N+](=O)[O-])cn3)o2)no1 | 7% | 11% | -9%
CC(C)(C)NC(=O)C(c1ccc(O)cc1)N(C(=O)CCC(=O)Nc1ccccn1)c1ccc(F)cc1 (configuration not stated) | 9% | 5% | -11%
CC1CCN(C(=O)CSc2nc3c(c(=O)n2C)SC(C)C3)CC1 (configuration not stated) | 4% | -2% | -4%
Cc1ccc(C(=O)C2CCN(CC(=O)Nc3ccccc3C)CC2)cc1 | 4% | -12% | -2%
CCCCN(C)C(=O)Cn1cnc2sc(C)c(S(=O)(=O)N3CCN(c4ccccc4OC)CC3)c2c1=O | 12% | -1% | -8%
Cc1ccc(C(C(=O)NC2CCCC2)N(C(=O)CNC(=O)c2ccco2)c2ccccc2)o1 (configuration not stated) | 1% | -7% | -9%
CCOC(=O)C1CCCN(C(=O)Cn2cnc3sc(C)c(S(=O)(=O)N4CCOCC4)c3c2=O)C1 (configuration not stated) | -1% | -9% | -8%
CCc1nnc(NC(=O)CCC(=O)N2CCC(Cc3ccccc3)CC2)s1 | 1% | 10% | -4%
O=c1c2ccccc2cnn1Cc1ccc(Cl)c(Cl)c1 | 4% | 4% | -5%
CC(=O)N1CCN(S(=O)(=O)c2cccc(C(=O)Nc3ccc(C)cn3)c2)CC1 | -4% | 0% | -8%
Cc1cccc(C(=O)OCN2C(=O)c3ccccc3C2=O)c1[N+](=O)[O-] | 1% | 6% | -7%
CC(=O)c1ccc(OCC(O)CN(C)CCOc2ccc(Br)cc2)cc1 (configuration not stated) | 10% | 4% | -8%
Cc1n[nH]c(=O)c2c1nnn2Cc1ccc(F)cc1 | -5% | 14% | -7%
Cc1nc2nc(SCC(=O)NCCCN3CCCC(C)C3)nn2c(C)c1Cc1ccccc1Cl (configuration not stated) | -1% | -1% | -12%
Cc1cc(C)cc(NC(=O)CCCN2C(=O)C(c3ccccc3)Oc3cccnc32)c1 (configuration not stated) | 1% | 2% | -6%
COc1ccc(CNC(=O)C2CCCN(S(=O)(=O)c3ccc4c(c3)C(C)(C)C(=O)N4C)C2)cc1 (configuration not stated) | -2% | 3% | 3%
COc1ccccc1OCCn1cc(C(=O)C(C)C)c2ccccc21 | -1% | -6% | -11%
CC1=Nc2cc(C(=O)NCC3CCCO3)ccc2Sc2ccc(C)cc21 (configuration not stated) | -6% | 11% | -6%
Cc1cccc(C(=O)NCc2nnc(SCC(=O)NC3=NCCS3)n2C)c1 | -4% | 9% | -5%
CCC(=O)N1CCN(c2nnc(-c3ccccc3)c3ccccc23)CC1 | 2% | -5% | -8%
CCOC(=O)C1CCN(S(=O)(=O)c2cn(C)cn2)CC1 | 5% | 14% | 1%
COc1cc(/C=C/c2ccc3cccc(O)c3n2)cc(Br)c1OC | -8% | 29% | -3%
CC(C)OCCCNC(=O)[C@H]1N2C(=O)c3ccccc3C2SC1(C)C (some centres not stated) | -1% | -3% | -8%
Cc1ccccc1OC(C)C(=O)Nc1ccc(S(=O)(=O)Nc2nccs2)cc1 (configuration not stated) | -2% | 13% | -5%
Cc1cc(=O)oc2cc3c(cc12)OCO3 | 0% | 29% | -20%
COc1cccc(-c2nc(NC3CCCC3)c3ccccc3n2)c1O | -2% | 24% | 2%
C/C(=N/N=C(\C)c1ccccc1O)c1ccccc1O | 4% | ? | -7%
COC(=O)N1C(=O)[C@@](c2ccccc2)(C2CCCCC2)N1C(=O)OC | -6% | 4% | -10%
COc1ccc(C(=O)N(CCc2ccccc2)Cc2ccccc2)c(OC)n1 | 12% | ? | 0%
COc1cc(C2NC(=O)NC(C)=C2C(=O)OCc2ccc(C)cc2)cc(OC)c1OC (configuration not stated) | -3% | 6% | -1%
O=C1CS/C(=N/N=C/c2ccccc2)N1c1ccc(O)cc1 | -2% | 4% | -7%
CC(=O)c1c(C)n(-c2ccc(Br)cc2)c2ccc(O)cc12 | 3% | 11% | -7%
O=C(CCN1C(=O)C2C3CCC(C3)C2C1=O)Nc1ccc(Cl)cc1Cl (configuration not stated) | -4% | 6% | -12%
CC(C)[C@H](NC(=O)N1CC(=O)Nc2ccccc21)C(=O)N[C@@H](Cc1ccccc1)C(=O)O | 0% | -10% | -10%
Nc1nc(NCC(=O)O)nc(N2CCCCCC2)c1[N+](=O)[O-] | 1% | 6% | -5%
NC(=O)C1c2ccccc2Oc2ccccc21 | -2% | -2% | -6%
CC1CC(C)CN(S(=O)(=O)c2ccc3c(c2)oc(=O)n3CC(=O)N(C)Cc2ccccc2)C1 (configuration not stated) | -4% | 5% | -7%
COc1ccc(C)cc1NC(=O)C(C)N1CCOCC1 (configuration not stated) | 2% | -6% | -9%
CCC(=O)c1ccc(OC(=O)/C=C/c2cc(OC)c(OC)c(OC)c2)cc1 | 10% | 0% | -6%
